Bioassay records from PubChem BioAssay.
RTF Ca sens inh: cardiac RTF calcium sensitivity inhibitors, primary screen, biochemical, IANBD-TnC fluorescence, EC70 calcium. IANBD-labeled cardiac RTF, Ca2+ fluorescence. inhibition, % at 7.15 µM. hit rate 0.12% among 340,000. AID 493244, 2011;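 active = inhibition above the mean inhibition of all tested compounds plus 3 SD, cut at about 17% in these data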;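 also: assay run at fixed EC70 calcium of 1.6 mM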
SUMO Mot1 rescue: yeast Mot1-301 growth rescue at high temperature, primary screen, SUMOylation pathway inhibitor project, S. cerevisiae, ATP luminescence, 38.5C; S. cerevisiae Mot1-301 growth rescue; percent above DMSO median, 100 means doubled; growth rescue, % at 18.8 µM; hit rate 1% among 320,000;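 active = every valid replicate shows activation above 250% relative to neutral control wells; inactive = the rest, any valid replicate at or below 250%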;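 also: OY570 slx delta 5 strain wells were the positive control but not used for scaling; some compounds called inactive have numbers as strong as hits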
PfHsp90 yeast 2: growth inhibition of PfHsp90-expressing yeast, primary screen, antimalarial PfHsp90 inhibitor project, S. cerevisiae, BacTiter-Glo luminescence, single point, set 2; BacTiter-Glo ATP, 48 h; yeast lacking PDR1 and PDR3 efflux regulators; inhibition, % at 9.4 µM; hit rate 0.32% among 310,000; AID 504621, 2011;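 active = every replicate shows inhibition above about 80%, whatever the replicate mean, limit read from the data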;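 also: 0% = DMSO neutral controls and 100% = 20 µM radicicol positive controls; yeast relying on Plasmodium falciparum Hsp90 in place of its own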
dFosB activator: activators of delta FosB homodimer, primary screen, biochemical, fluorescence polarization, TAMRA-CDK5 oligo, single point; Protein FosB (Mus musculus), P13346; purified delta FosB; percent of positive-control signal above neutral wells; activation, % at 25 µM; hit rate 0.99% among 340,000; AID 493131, 2011;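 active = mean activation above about 17%, with every replicate also reaching it, limit read from the data, passing the limit was not always enough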;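 also: fluorescence polarization rise as delta FosB binds a TAMRA Cdk5 AP-1 oligo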
LANA DNA inh: inhibitors of KSHV C-LANA binding to DNA, primary screen, biochemical, fluorescence polarization, FAM-LBS DNA, MBP-C-LANA, single point. Kaposi's sarcoma herpesvirus LANA C-terminal domain (residues 932-1162) DNA binding. inhibition, % at 9 µM. hit rate 0.078% among 340,000;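 active = highest replicate inhibition at or above 60% at 9 µM, even if other replicates fall short; inactive = all replicates below 60% inhibition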;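 also: 0% = neutral control wells and 100% = 4 µM acridine orange control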
cardiac RTF act: cardiac RTF calcium sensitivity activators, primary screen, biochemical, IANBD-TnC fluorescence, EC20 calcium. Troponin I, cardiac muscle (Homo sapiens) + Troponin T, cardiac muscle (Homo sapiens) + …. IANBD-labeled TnC RTF fluorescence at EC20 calcium; 0% EC20 calcium, 100% full calcium. activation, % at 7.2 µM. hit rate 0.24% among 340,000;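 active = activation above the mean over all tested compounds plus 3 SD, cut at about 30% in these data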;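 also: rise in fluorescence read as greater calcium sensitivity of cardiac thin filaments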
NSD2 HMT inh: NSD2 histone methyltransferase inhibitors, primary screen, biochemical, AlphaScreen, single concentration, set 2; inhibition, % at 12.5 µM; NSD2 peptide methylation, 120 min; AID 743445, 2014; hit rate 0.54% among 310,000; in the data active = inhibition above about 50%
Keap1-Nrf2 PPI: Keap1-Nrf2 protein-protein interaction inhibitors, primary screen, biochemical, fluorescence polarization, single point; Kelch-like ECH-associated protein 1 (Homo sapiens), Q14145; Keap1 Kelch-Nrf2 peptide fluorescence polarization, 1536-well; inhibition, % at 9.4 µM; hit rate 0.15% among 340,000; in the data active = inhibition above about 12%;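 also: human Keap1 Kelch domain with fluorescein labeled Nrf2 9mer peptide probe; 0% = neutral control wells and 100% = peptide positive control; higher means more block of Keap1 binding to Nrf2 peptide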
PvdQ inh: P. aeruginosa PvdQ acylase inhibitors, primary screen, biochemical, fluorescence, plate reader and imaging, single point; hit rate 0.063% among 340,000; inhibition, % at 10 µM; purified PvdQ acylase; PvdQ acylase [Pseudomonas aeruginosa LESB58]; in the data active = inhibition above about 30%, passing the limit was not always enough;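 also: 0% = vehicle neutral wells and 100% = reference inhibitor wells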
CDK5 p35 inh: inhibitors of human CDK5/p35 kinase, primary screen, biochemical, single concentration; Recombinant CDK5/p35, ADP-Glo luminescence, 60 min; AID 488839, 2010; hit rate 0.01% among 330,000; Cyclin-dependent kinase 5 (Homo sapiens) + Cyclin-dependent kinase 5 activator 1 (Homo …; inhibition, % at 10 µM;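 active = highest replicate inhibition of at least 50% and at least 75% of replicates reaching 50%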;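 also: plate controls were DMSO neutral control for no effect and GW8510 at 10 µM for full effect; many of its hits are not listed in these tables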
Target sequence (Q00535 whole entry, looked up): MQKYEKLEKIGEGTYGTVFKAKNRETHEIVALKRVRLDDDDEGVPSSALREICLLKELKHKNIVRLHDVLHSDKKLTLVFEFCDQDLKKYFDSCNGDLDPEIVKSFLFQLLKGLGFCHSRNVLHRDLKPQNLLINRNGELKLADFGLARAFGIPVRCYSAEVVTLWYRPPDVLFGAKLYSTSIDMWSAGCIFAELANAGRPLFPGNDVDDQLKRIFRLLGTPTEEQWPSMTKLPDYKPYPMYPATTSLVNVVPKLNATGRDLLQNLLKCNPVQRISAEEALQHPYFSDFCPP
Target sequence (Q15078 whole entry, looked up): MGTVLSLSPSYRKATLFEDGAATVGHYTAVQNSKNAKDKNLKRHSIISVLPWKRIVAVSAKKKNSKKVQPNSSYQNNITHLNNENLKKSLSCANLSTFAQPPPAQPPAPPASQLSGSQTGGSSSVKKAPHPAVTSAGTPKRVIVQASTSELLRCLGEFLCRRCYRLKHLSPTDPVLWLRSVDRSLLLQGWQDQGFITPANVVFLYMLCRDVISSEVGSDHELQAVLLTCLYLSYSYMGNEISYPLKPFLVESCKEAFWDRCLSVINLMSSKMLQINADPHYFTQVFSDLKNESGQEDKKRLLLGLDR
Rtt109 HAT inh: inhibitors of C. albicans Rtt109/Vps75 HAT, primary screen, biochemical, ThioGlo CoA-SH fluorescence, plate reader; Histone acetyltransferase RTT109 (Candida albicans (strain SC5314 / ATCC MYA-2876)), …; purified Rtt109/Vps75, 4 h; inhibition, % at 34.9 µM; hit rate 0.16% among 330,000; AID 540336, 2011;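 active = inhibition of at least 50% in every replicate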
Target sequence (Q5AAJ8 whole entry, looked up): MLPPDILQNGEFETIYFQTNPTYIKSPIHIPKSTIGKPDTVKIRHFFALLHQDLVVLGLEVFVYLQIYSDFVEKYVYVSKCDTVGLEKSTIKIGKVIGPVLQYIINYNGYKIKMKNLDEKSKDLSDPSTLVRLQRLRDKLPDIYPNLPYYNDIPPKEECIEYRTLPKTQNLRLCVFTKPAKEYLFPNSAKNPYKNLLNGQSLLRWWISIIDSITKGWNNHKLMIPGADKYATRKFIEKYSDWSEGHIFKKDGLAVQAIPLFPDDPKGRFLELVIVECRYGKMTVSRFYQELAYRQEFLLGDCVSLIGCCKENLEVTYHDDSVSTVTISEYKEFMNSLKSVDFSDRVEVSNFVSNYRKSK
* marks the source's active call; other numbers are inactive results; x = not tested or not shown. A portion of the library, so the mix of outcomes need not match the whole.

entry	SMILES	RTF Ca sens inh	SUMO Mot1 rescue	PfHsp90 yeast 2	dFosB activator	LANA DNA inh	cardiac RTF act	NSD2 HMT inh	Keap1-Nrf2 PPI	PvdQ inh	CDK5 p35 inh	Rtt109 HAT inh
1	C=CCN(CC=C)C(=O)CCN1CC1C (stereo unspecified)	-6	x	-8	4	-2.5	0	-2	-2	-15	0.4	7
2	CCCc1nc2ccccc2c(=O)n1-c1ccc(O)cc1	-3	8	-1	-3	1.2	9	0	2	8	-2.2	10
3	Cc1ccc(N2C(=O)NC(=O)C3(Cc4ccccc4N4CCCC43)C2=O)cc1 (stereo unspecified)	-4	-12	x	5	2.8	7	14	-4	-15	-1.9	-1
4	CCn1c(O)c(C=Nc2ccc(N3CCOCC3)c(Br)c2)c(=O)n(CC)c1=S	-5	-12	-9	24*	18	-2	10	-15	-11	-1.1	-20
5	CCCCCCCCCCCCn1ccc(=N)cc1	3	-16	94*	1	-0.6	-6	1	-3	-9	0.4	64*
6	CCC(=NCc1cccnc1)c1c(O)n(C2CCCCC2)c(=O)[nH]c1=O	-2	-13	-3	-4	-1.2	0	x	-4	-10	6.5	14
7	CCOc1ccc(-c2cc(C)[n+](CCc3ccc(OC)c(OC)c3)c(-c3ccc(OCC)cc3)c2)cc1	-2	-5	-2	5	-1.6	4	7	0	5	1.7	1
8	CC1CCCN(C(=O)CN2C3CCC2CC(O)(c2ccc(F)cc2)C3)C1 (stereo unspecified)	-11	-8	4	8	1.5	0	-2	4	-6	3.9	-4
9	CCOc1cc(CNC(C)C(O)c2ccccc2)cc(Cl)c1OCC (stereo unspecified)	-7	-20	7	4	0.3	9	1	1	-18	-1.2	15
10	CC[C@H]1OC(=O)C[C@@H](O)[C@H](C)[C@@H](O[C@@H]2O[C@H](C)[C@@H](O[C@H]3C[C@@](C)(O)[C@@H](O)[C@H](C)O3)[C@H](N(C)C)[C@H]2O)[C@@H](CC=O)C[C@@H](C)C(=O)/C=C/C(C)=C/[C@@H]1CO[C@@H]1O[C@H](C)[C@@H](O)[C@@H](OC)[C@H]1OC	6	x	-23	-2	-2.2	-2	x	-4	-10	0.1	3
11	Cc1ccc2c(c1)C1CN(C)CCC1N2C(=S)Nc1cccnc1 (stereo unspecified)	-2	12	-24	3	1.1	2	1	1	-1	0.8	9
12	COc1cccc(OC)c1CN1CCCC(C(=O)c2cccc(Cl)c2)C1 (stereo unspecified)	-4	47	31	-13	1.5	-1	3	1	-15	1.7	-1
13	N=c1ccccn1Cc1ccccc1	-9	-4	26	-2	2.7	3	0	-3	-17	0.0	-1
14	Cc1ccccc1-c1ccc2n1Cc1cnnn1-c1ccccc1-2	-2	x	-39	4	4.6	-3	x	7	-16	0.5	-11
15	Cc1cc(/C=C2\C(=O)NC(=O)N(c3ccccc3)C2=O)c(C)n1-c1ccc(C(=O)O)c(Cl)c1	0	-3	8	4	1.0	-1	7	-5	-20	-2.9	7
16	Cc1nc2cc(-c3ccccc3)nn2c(C)c1CCC(=O)N1CCC2(CC1)OCCO2	-1	15	x	-5	-0.7	4	-2	0	12	1.9	8
17	CCOP(=O)(OCC)C1(C(=O)O)CCCC1	-6	-7	-10	5	-0.6	13	-4	3	0	-3.7	-16
18	O=C(NCCN1CCCCC1)c1ccc(Cl)nc1Cl	-7	-4	1	2	-1.1	3	-2	-6	-9	1.9	-7
19	C=CCOc1ccc(CC2C(=O)N(C)C(=O)N(C)C2=O)cc1	3	12	x	-8	0.1	8	17	-4	-8	-0.1	-1
20	COc1cc2c(C(=O)O)c(C)n(C)c2cc1Br	-1	-1	1	-5	0.3	7	0	-4	-17	-0.6	2
21	CCn1c(C)cc(/C=C2\C(=O)NC(=O)N(c3ccccc3C)C2=O)c1C	0	-3	-6	5	2.1	-1	1	-2	-6	0.4	-6
22	Cc1ccc(-c2nc3ccccc3c(=O)n2-c2ccccn2)cc1	8	-6	26	-6	-0.5	1	16	4	-10	2.5	-10
23	Cc1nc2c(-c3ccccc3)c(C)nn2c(C)c1CCC(=O)N1CCC2(CC1)OCCO2	2	-12	x	-1	0.4	1	-3	-3	0	-1.7	x
24	COc1cc2c(cc1OC)C(C1c3cc4c(cc3CCN1C)OCO4)OC2=O (stereo unspecified)	5	-1	-18	0	-0.7	-5	3	0	10	5.5	-2
25	Cc1ccc(-n2c(O)c(C=NCCC3=CCCCC3)c(=O)[nH]c2=O)cc1	-6	-3	-12	-9	-1.0	7	1	-2	-5	-0.9	-3
26	COC(=O)C1=C(c2c(C)noc2C)C[C@@H]2CC[C@H]1N2C(=O)N1CCC(C)CC1	-1	-12	2	-11	0.2	0	x	-2	-18	-0.3	0
27	Cc1nc(C)c(C(=O)NN=Cc2ccc(N(CCCl)CCCl)cc2)s1	-4	x	-23	-10	-0.5	3	0	-5	-11	-1.1	7
28	Nc1ccc(Cc2ccc(N)c(Cl)c2)cc1Cl	-1	x	5	-5	1.1	0	x	0	-15	-0.6	-1
29	O=c1[nH]c(=O)n(Cc2ccc(F)cc2)c(O)c1/C=N/Nc1ccccc1	-4	133	-19	-10	-0.9	16	x	-6	-15	0.8	10
30	CCn1ccnc1CN1CCCC(C(=O)c2cc(Cl)ccc2OC)C1 (stereo unspecified)	0	-10	29	-1	8.0	7	3	-4	-4	0.3	6

Fetched by structure from the entries so far (2):
entry	SMILES	RTF Ca sens inh	SUMO Mot1 rescue	PfHsp90 yeast 2	dFosB activator	LANA DNA inh	cardiac RTF act	NSD2 HMT inh	Keap1-Nrf2 PPI	PvdQ inh	CDK5 p35 inh	Rtt109 HAT inh
23	Cc1nc2c(-c3ccccc3)c(C)nn2c(C)c1CCC(=O)N1CCC2(CC1)OCCO2	2	-12	x	-1	0.4	1	-3	-3	0	-1.7	x
19	C=CCOc1ccc(CC2C(=O)N(C)C(=O)N(C)C2=O)cc1	3	12	x	-8	0.1	8	17	-4	-8	-0.1	-1

The results go on:
entry	SMILES	RTF Ca sens inh	SUMO Mot1 rescue	PfHsp90 yeast 2	dFosB activator	LANA DNA inh	cardiac RTF act	NSD2 HMT inh	Keap1-Nrf2 PPI	PvdQ inh	CDK5 p35 inh	Rtt109 HAT inh
31	Cc1ccc(Cn2cc(C=O)c(-c3ccc(F)cc3)n2)cc1	-9	14	-5	-1	-1.0	7	x	0	3	-1.5	-1
32	COC(=O)c1cccc(NC(=O)N2C[C@H]3C[C@@H](C2)c2cccc(=O)n2C3)c1	-6	-8	5	-3	-0.8	6	x	-8	-15	-0.9	5
33	Cc1noc(C)c1CSCC(=O)Nc1ccc(C#N)c(Cl)c1	1	15	2	-3	-1.3	-5	-2	-5	-15	-7.7	-44
34	Cc1ccc(C2=NN(CCC(=O)N3CCC4(CC3)OCCO4)C(=O)CC2)cc1	3	-6	10	0	-1.7	-1	0	0	-15	0.3	-19
35	Clc1ccccc1CN1CCNCC1	-6	-7	-16	-8	2.8	9	0	-4	-8	0.9	-1
36	C#CC[N+]1(C)[C@@H]2CC(OC(=O)C(CO)c3ccccc3)C[C@H]1C(O)C2 (stereo partly specified)	-5	162	3	1	-0.2	1	-3	0	-14	-0.4	8
37	CN=C(SCC(=O)c1cccc(Cl)c1)c1c(O)n(C)c(=O)n(C)c1=O	-1	-5	6	-3	-1.8	-2	-5	2	-7	2.9	-7
38	CCOC(=O)C(=O)NC1CCSC1=O (stereo unspecified)	-4	-7	-6	-2	-0.9	0	0	-2	5	2.6	-1
39	COc1cccc(CN2CCCCC2c2cccnc2)c1 (stereo unspecified)	5	6	-2	8	0.9	-1	x	-3	3	-0.5	-1
40	Cc1ccc(-n2c(O)c(C=NCCN3CCOCC3)c(=O)[nH]c2=O)cc1	-12	7	5	0	-1.0	8	0	2	-3	-1.1	0
41	Cc1cc[n+](Cc2ccccc2)cc1	1	7	-17	6	1.0	-2	x	-2	5	-0.6	-4
42	CN(C)CCN=Cc1c(O)n(CCC2=CCCCC2)c(=O)[nH]c1=O	0	182	-28	-7	-1.1	-2	0	4	-1	-0.9	-13
43	O=c1[nH]c(=O)n(Cc2ccccc2)c(O)c1C=NCCCn1ccnc1	-12	8	5	-1	-3.8	-15	1	1	7	-0.1	13
44	CCOc1cc2c(cc1OCC)-n1cccc1C(c1ccccc1F)NC2 (stereo unspecified)	-4	8	-2	-6	-0.2	-1	5	7	-1	1.5	3
45	CC(C)[C@@]1(NC(=O)[C@@H]2C[C@@H]3c4cccc5[nH]cc(c45)C[C@H]3N(C)C2)O[C@@]2(O)[C@@H]3CCCN3C(=O)[C@H](Cc3ccccc3)N2C1=O	6	136	-7	3	0.1	8	x	0	-10	0.2	33
46	O=C1/C(=C/c2ccccc2)C[C@@]2(O)[C@H]3Cc4ccc(O)c5c4[C@@]2(CCN3CC2CC2)C1O5 (stereo partly specified)	-1	x	x	-2	0.4	-4	x	-13	2	2.0	9
47	N#Cc1ccc(NC(=O)CN2CCN(C(=O)c3cccs3)CC2)cc1Cl	-16	x	x	3	0.0	-9	-2	-9	-10	-3.7	-15

Look-ups from the entries so far.
In cardiac RTF act, `CCOC(=O)C(=O)NC1CCSC1=O` (stereo unspecified) has the entry 0
In Rtt109 HAT inh, `COc1cccc(CN2CCCCC2c2cccnc2)c1` (stereo unspecified) has the entry -1
In CDK5 p35 inh, `Cc1ccc(-n2c(O)c(C=NCCN3CCOCC3)c(=O)[nH]c2=O)cc1` has the entry -1.1
In cardiac RTF act, `Cc1ccc(Cn2cc(C=O)c(-c3ccc(F)cc3)n2)cc1` has the entry 7
In PfHsp90 yeast 2, `CCOc1cc2c(cc1OCC)-n1cccc1C(c1ccccc1F)NC2` (stereo unspecified) has the entry -2
